Screening data (PubChem)
TRPC6 inhibitor = blocks the mouse TRPC6 cation channel; 310,000 tested, 1.1% active; HEK293-TRPC6, membrane potential dye, ACh-evoked depolarization; active compounds read low; B-score at 10 µM; AID 2553;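 active means B-score under library mean minus 3 SD, initial fluorescence not abnormally high, positive integrated signal ratio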;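 further: B-score derived from integrated fluorescence ratio over the kinetic read; more negative B-score means stronger inhibition of depolarization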
Target sequence (Q61143 whole entry, looked up): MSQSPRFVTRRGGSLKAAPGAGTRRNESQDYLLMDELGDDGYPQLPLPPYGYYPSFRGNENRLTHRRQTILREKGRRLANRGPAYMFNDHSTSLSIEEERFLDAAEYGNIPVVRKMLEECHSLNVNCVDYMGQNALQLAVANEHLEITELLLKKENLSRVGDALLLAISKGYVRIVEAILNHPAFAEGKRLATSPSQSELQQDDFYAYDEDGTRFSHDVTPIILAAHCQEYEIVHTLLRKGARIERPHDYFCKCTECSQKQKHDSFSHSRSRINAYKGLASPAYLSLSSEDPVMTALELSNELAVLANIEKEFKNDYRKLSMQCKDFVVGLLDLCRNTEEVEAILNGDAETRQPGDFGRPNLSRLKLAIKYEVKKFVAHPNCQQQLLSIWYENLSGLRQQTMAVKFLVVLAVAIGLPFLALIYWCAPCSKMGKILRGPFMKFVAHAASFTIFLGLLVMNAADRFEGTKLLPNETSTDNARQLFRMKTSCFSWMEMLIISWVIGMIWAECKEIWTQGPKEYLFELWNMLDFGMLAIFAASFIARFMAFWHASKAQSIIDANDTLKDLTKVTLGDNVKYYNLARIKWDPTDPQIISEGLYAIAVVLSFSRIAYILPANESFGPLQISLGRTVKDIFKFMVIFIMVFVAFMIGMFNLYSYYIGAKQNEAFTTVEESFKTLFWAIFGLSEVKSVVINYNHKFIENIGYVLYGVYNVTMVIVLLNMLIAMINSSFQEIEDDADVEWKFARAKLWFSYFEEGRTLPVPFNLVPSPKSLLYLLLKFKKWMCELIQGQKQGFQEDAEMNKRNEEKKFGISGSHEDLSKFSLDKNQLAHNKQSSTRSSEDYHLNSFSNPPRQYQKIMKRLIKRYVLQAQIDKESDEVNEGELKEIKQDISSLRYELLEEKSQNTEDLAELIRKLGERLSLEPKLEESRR
KLF5 inh = inhibitors of KLF5 expression | AID 1700 | DLD-1 KLF5 promoter-luciferase reporter, luminescence | inhibition, % at 5 µM | 290,000 tested, 0.23% active;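 active means inhibition above a per-plate limit of that plate's mean compound inhibition plus 3 SD, cut at about 60% in these data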;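 further: 0% = DMSO wells and 100% = LY294002 at 200 µM; higher means less KLF5 promoter-driven luciferase light; inactives centre near -14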
TRPC6 act = activators of mouse TRPC6 channel. Q61143. HEK293-TRPC6 membrane potential dye fluorescence; active compounds read high. 310,000 tested, 0.13% active. B-score at 10 µM;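 active means B-score of the integrated fluorescence ratio above library mean plus 3 SD, and starting fluorescence ratio within library mean plus 5 SD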;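 further: higher score means more depolarization so channel activation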
aSyn 5UTR inh = MLPCN primary screen, SNCA 5' untranslated region. AID 1813. alpha-synuclein 5'UTR reporter, inhibitor activity. inhibition, % (tested at 7.5 µM). 300,000 tested, 0.82% active; in the data active means inhibition above about 60%;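 further: H4 neuroglioblastoma cells stably carrying SNCA 5'UTR luciferase fusion; 0% = DMSO wells and 100% = positive control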
SKKanGAS inh = inhibitors of SKKanGAS S. pyogenes growth in kanamycin (SK-promoter or general growth effect). 300,000 tested, 1.3% active. inhibition, % at 7.5 µM. BacTiter-Glo, 6 h;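 active means mean replicate score, as percent of positive control median, at least 50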;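 further: strain carries kanamycin resistance gene driven by streptokinase promoter and grows in 40 µg/ml kanamycin; loss of luminescence reflects streptokinase promoter inhibition or plain growth inhibition; 0% = median of DMSO wells and 100% = positive control at its reference dose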
TRPC4 block = inhibitors of mouse TRPC4 channel. AID 2247. HEK293 TRPC4beta/mu-opioid, DAMGO-evoked Fluo4 calcium flux; active compounds read low. Q9QUQ5. 300,000 tested, 0.39% active. B-score at 10 µM;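 active means B-score over 3 SD under the library average, no early fluorescence shift, positive overall ratio signal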
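Assay system: HEK293 cells with stable TRPC4beta plus mu-opioid receptor expression. Dosing: single dose. Measured by: Fluo4 Ca2+ flux fluorescence. Also added: DAMGO in two steps, submaximal then maximal. Read-out: B score from integrated Fluo4 fluorescence ratio.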
TRPC4 act = activators of mouse TRPC4 channel. B-score at 10 µM. Q9QUQ5. 310,000 tested, 0.49% active. HEK293 TRPC4beta/mu-opioid, Fluo4 calcium fluorescence; active compounds read high;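 active means B-score above 5 SD of library B-scores, and initial fluorescence ratio not above library mean plus 5 SD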;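 further: positive B-score marks a calcium rise read as TRPC4 activation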
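Assay system: HEK293 stable line with TRPC4beta plus mu-opioid receptor; schedule: 45 min room-temperature Fluo4 loading, 110 s read; technique: kinetic Fluo4 calcium fluorescence; evaluation: integrated baseline-normalised fluorescence ratio, converted to per-well B score; controls: buffer (low) and maximal DAMGO (high)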
MrgX1 antagonist = human MrgX1 receptor antagonism, primary screen; Q96LB2; MRGX1-HEK293 calcium flux, Fluo-4, BAM8-22 antagonism; active compounds read low; B-score at 10 µM; 310,000 tested, 1.3% active; AID 588676;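 active means calcium-response B-score plate-corrected more than 3 library SD below zero, starting fluorescence within 5 deviations, no agonist response on first addition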;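 further: peak minus trough fluorescence over baseline after final BAM8-22 challenge near maximal dose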
TRPC4 potent = allosterically enhances the mouse TRPC4 cation channel. Q9QUQ5. HEK293 TRPC4beta/mu-opioid, DAMGO EC20, Fluo-4 Ca2+ flux; active compounds read high. B-score at 10 µM. 310,000 tested, 0.42% active. AID 2227;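 active means B-score of calcium response area above 5 SD of library B-scores, with initial fluorescence ratio within 5 SD of library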;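 further: B-score of integrated fluorescence ratio over time as area under calcium response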
IEC-6 tox = counter-screen for KLF5 inhibitors: cytotoxicity in IEC-6 cells; IEC-6 cytotoxicity, luminescence viability; 290,000 tested, 0.78% active; inhibition, % at 5 µM; AID 1825; in the data active means inhibition above about 22%;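 further: 0% = plate median of test compound wells and 100% = cytotoxic reference compound wells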
HIF activator = HIF pathway transcriptional activation; U2OS HRE-luciferase reporter, luminescence; normalized: DMSO 0%, desferrioxamine 100%; 300,000 tested, 0.32% active; AID 1910; activation, % at 7.5 µM (by protocol);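 active means mean activation of at least 10% of the iron chelator positive control signal, with at least half of replicates also reaching 10%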
* marks the source's active call; other numbers are inactive results; i = inactive; x = no result given.

Labels used below: A = TRPC6 inhibitor; B = KLF5 inh; C = TRPC6 act; D = aSyn 5UTR inh; E = SKKanGAS inh; F = TRPC4 block; G = TRPC4 act; H = MrgX1 antagonist; I = TRPC4 potent; J = IEC-6 tox; K = HIF activator
Compound: COc1ccc(OC)c(N(CC(=O)Nc2cccc3ccccc23)S(C)(=O)=O)c1
  A = i; B = x; C = i; D = -2; E = 5; F = i; G = i; H = i; I = i; J = x; K = -0.2
Compound: COc1ccc(N2CCN(CC(O)COc3ccc(F)cc3)CC2)cc1 (stereo not drawn)
  A = i; B = -20; C = i; D = 8; E = 0; F = i; G = i; H = i; I = i; J = -3; K = 1.1
Compound: COc1ccccc1N1CCN(CC(=O)NC(=O)NCc2ccco2)CC1
  A = i; B = 27; C = i; D = 1; E = 9; F = i; G = i; H = i; I = i; J = 6; K = 0.2
Compound: COc1ccc2cc3c(N)nn(C(=O)Cc4ccc(Cl)cc4)c3nc2c1
  A = i; B = 2; C = i; D = 6; E = 7; F = i; G = i; H = i; I = i; J = 2; K = 0.4
Compound: O=C(NCCc1cccc(Cl)c1)c1cccs1
  A = i; B = -89; C = i; D = -115; E = -3; F = i; G = i; H = i; I = i; J = -1; K = 5.2
Compound: Cc1cc(OC(=O)c2ccccc2Cl)ccc1N1C(=O)CCC1=O
  A = i; B = -30; C = i; D = -4; E = 8; F = i; G = i; H = i; I = i; J = -5; K = 0.7
Compound: CCOC(=O)N1CCN(c2c(NCCN3CCN(Cc4ccccc4)CC3)c(=O)c2=O)CC1
  A = i; B = -40; C = i; D = -13; E = -7; F = i; G = i; H = i; I = i; J = -4; K = 0.0
Compound: CCc1ccc2nc(SCC(=O)N3CC(=O)Nc4ccccc43)c(C#N)cc2c1
  A = i; B = -38; C = i; D = -1; E = 9; F = i; G = i; H = i; I = i; J = -5; K = 0.0
Compound: Cc1nnc2sc(-c3csc4c3CCCC4)nn12
  A = i; B = 1; C = i; D = 23; E = -4; F = -6*; G = i; H = i; I = i; J = -2; K = -0.6
Compound: Cc1ccc(S(=O)(=O)N2CCN(C(=O)Cc3c(F)cccc3Cl)CC2)cc1
  A = i; B = x; C = i; D = -4; E = 1; F = i; G = i; H = i; I = i; J = x; K = 0.3
Compound: C=CCn1c(C(CCC(C)C)CC(C)(C)O)n[nH]c1=S (stereo not drawn)
  A = i; B = 10; C = i; D = -15; E = 1; F = i; G = i; H = i; I = i; J = 0; K = -0.1
Compound: CC1(CC(=O)O)C(=O)N=C2C=CC=CN21 (stereo not drawn)
  A = i; B = -34; C = i; D = 6; E = -11; F = i; G = i; H = x; I = i; J = 2; K = -0.3
Compound: NC(=S)NNC(=O)c1ccccc1Cl
  A = i; B = -6; C = i; D = 3; E = 2; F = i; G = i; H = i; I = i; J = 0; K = 0.2
Compound: O=C1NC(c2ccncc2)Nc2ccccc21 (stereo not drawn)
  A = i; B = -6; C = i; D = -11; E = 1; F = i; G = i; H = i; I = i; J = -2; K = -0.6
Compound: O=C(CN1CCN(c2ccc(F)cc2)CC1)Nc1ccccc1[N+](=O)[O-]
  A = i; B = 16; C = i; D = 7; E = 8; F = i; G = i; H = i; I = i; J = 0; K = -0.3
Compound: COCCCn1c(-c2ccc(S(=O)(=O)N3CCOCC3)cc2)csc1=Nc1ccccc1
  A = i; B = -22; C = i; D = 15; E = -3; F = i; G = i; H = i; I = i; J = -5; K = -1.0
Compound: O=C(CCCc1c[nH]c2ccccc12)Nc1ccc(S(=O)(=O)Nc2ncccn2)cc1
  A = i; B = -12; C = i; D = 1; E = 6; F = i; G = i; H = i; I = i; J = -1; K = -2.1
Compound: COc1cccc(/C=N/Nc2nc3ccccc3n3cnnc23)c1
  A = i; B = -26; C = i; D = 36; E = -11; F = i; G = i; H = i; I = i; J = -3; K = 360*
Compound: C/C(=N\NC(=O)c1ccc(N/N=C(\C)c2ccncc2)cc1)c1ccncc1
  A = i; B = -10; C = i; D = -30; E = 7; F = i; G = i; H = i; I = i; J = 6; K = 0.3
Compound: O=C(OCN1C(=O)c2ccccc2C1=O)c1cccs1
  A = i; B = 11; C = i; D = -1; E = -3; F = i; G = i; H = i; I = i; J = -2; K = -0.4
Compound: O=C(c1ccc(N2CCN(S(=O)(=O)c3ccccc3)CC2)c([N+](=O)[O-])c1)N1CCOCC1
  A = i; B = -15; C = i; D = 24; E = 12; F = i; G = i; H = i; I = i; J = -5; K = 0.1
Compound: Nc1cc(Oc2cccnc2)cc([N+](=O)[O-])c1
  A = i; B = -4; C = i; D = 22; E = -3; F = i; G = i; H = x; I = i; J = 0; K = -0.1
Compound: CCCC(=O)Nc1nc2ccc(NC(=O)c3c(F)c(F)c(OC)c(F)c3F)cc2s1
  A = i; B = 47; C = i; D = 27; E = 72*; F = i; G = i; H = i; I = i; J = 77*; K = 0.1
Compound: COc1ccc([N+](=O)[O-])cc1NC1CCCCC1
  A = i; B = 13; C = i; D = 21; E = 15; F = i; G = i; H = i; I = i; J = -1; K = -1.8

Among those listed so far, 8 have a carbonyl joined to an NH by a bond outside any ring.
Labels used below: A = TRPC6 inhibitor; B = KLF5 inh; C = TRPC6 act; D = aSyn 5UTR inh; E = SKKanGAS inh; F = TRPC4 block; G = TRPC4 act; H = MrgX1 antagonist; I = TRPC4 potent; J = IEC-6 tox; K = HIF activator
Compound: COc1ccc(OC)c(N(CC(=O)Nc2cccc3ccccc23)S(C)(=O)=O)c1
  A = i; B = x; C = i; D = -2; E = 5; F = i; G = i; H = i; I = i; J = x; K = -0.2
Compound: COc1ccccc1N1CCN(CC(=O)NC(=O)NCc2ccco2)CC1
  A = i; B = 27; C = i; D = 1; E = 9; F = i; G = i; H = i; I = i; J = 6; K = 0.2
Compound: O=C(NCCc1cccc(Cl)c1)c1cccs1
  A = i; B = -89; C = i; D = -115; E = -3; F = i; G = i; H = i; I = i; J = -1; K = 5.2
Compound: NC(=S)NNC(=O)c1ccccc1Cl
  A = i; B = -6; C = i; D = 3; E = 2; F = i; G = i; H = i; I = i; J = 0; K = 0.2
Compound: O=C(CN1CCN(c2ccc(F)cc2)CC1)Nc1ccccc1[N+](=O)[O-]
  A = i; B = 16; C = i; D = 7; E = 8; F = i; G = i; H = i; I = i; J = 0; K = -0.3
Compound: O=C(CCCc1c[nH]c2ccccc12)Nc1ccc(S(=O)(=O)Nc2ncccn2)cc1
  A = i; B = -12; C = i; D = 1; E = 6; F = i; G = i; H = i; I = i; J = -1; K = -2.1
Compound: C/C(=N\NC(=O)c1ccc(N/N=C(\C)c2ccncc2)cc1)c1ccncc1
  A = i; B = -10; C = i; D = -30; E = 7; F = i; G = i; H = i; I = i; J = 6; K = 0.3
Compound: CCCC(=O)Nc1nc2ccc(NC(=O)c3c(F)c(F)c(OC)c(F)c3F)cc2s1
  A = i; B = 47; C = i; D = 27; E = 72*; F = i; G = i; H = i; I = i; J = 77*; K = 0.1
